NadD inh = inhibitors of Staphylococcus aureus NadD; inhibition, % at 20 µM; AID 602399; 0.78% of 360,000 active; purified NadD enzyme, colorimetric absorbance read-out; in the data active means inhibition above about 26%; further: some compounds past the cut are filed as inactive
MsrA inhibitor = bovine MsrA inhibition. purified bovine MsrA, absorbance read-out. 0.75% of 360,000 active. inhibition, % at 15.5 µM. AID 651718; in the data active means inhibition above about 4.5%;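 further: 0% = vehicle wells with enzyme and 100% = reference inhibitor wells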
SUMO1 PPI mod = SUMO1-SIM interaction modulation; AID 602429; 0.33% of 360,000 active; inhibition, % at 20 µM; SUMO1 binding to a labelled peptide, TR-FRET, 1 h; P63165; in the data active means inhibition above about 37%
Target sequence (P63165 whole entry, looked up): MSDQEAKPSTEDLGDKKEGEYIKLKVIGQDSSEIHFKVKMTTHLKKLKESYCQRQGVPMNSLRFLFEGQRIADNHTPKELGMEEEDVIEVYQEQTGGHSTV
DNMT1 inh = DNMT1 (human) enzyme inhibition. DNMT1 molecular beacon, Hinp1I cleavage, fluorescence. inhibition (reported as % activation of signal), % at 10 µM. 0.83% of 360,000 active. AID 588458; in the data active means inhibition above about 50%
STEP block = STEP (human) phosphatase inhibition; recombinant STEP, OMFP fluorogenic substrate, fluorescence; inhibition, % at 20 µM; 0.25% of 360,000 active; AID 588621;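 active means inhibition at 20 µM, scaled per plate between control wells, above about 37%, limit read from the data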;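 further: 0% = DMSO with enzyme and substrate and 100% = substrate only without enzyme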
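Material: STEP (striatal-enriched tyrosine phosphatase) enzyme, cell-free | Medium: 50 mM Bis-Tris pH 6.0 with 2.5 mM DTT and 0.005% Tween 20 | Read-out: Percent inhibition scaled to no-enzyme and uninhibited-enzyme controls, plate-pattern corrected | Signal: Fluorescence read at 480 nm ex / 540 nm em | Times: 20 min reaction, room temperature, in the dark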
CSN deneddyl inh = CSN deneddylation inhibition. 0.38% of 360,000 active. Purified CSN, SCF-Nedd8-OG deneddylation, fluorescence polarization. AID 651999. inhibition, % at 12.5 µM;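 active means pattern-corrected inhibition above about 35%, with an unprinted fluorescence ratio check between 0.5 and 1.5, limit read from the data, passing the limit was not always enough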;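 further: 0% = enzyme with substrate and 100% = substrate without enzyme; some results filed as inactive read as strong as hits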
Target sequence (Q92905 whole entry, looked up, one chain of several): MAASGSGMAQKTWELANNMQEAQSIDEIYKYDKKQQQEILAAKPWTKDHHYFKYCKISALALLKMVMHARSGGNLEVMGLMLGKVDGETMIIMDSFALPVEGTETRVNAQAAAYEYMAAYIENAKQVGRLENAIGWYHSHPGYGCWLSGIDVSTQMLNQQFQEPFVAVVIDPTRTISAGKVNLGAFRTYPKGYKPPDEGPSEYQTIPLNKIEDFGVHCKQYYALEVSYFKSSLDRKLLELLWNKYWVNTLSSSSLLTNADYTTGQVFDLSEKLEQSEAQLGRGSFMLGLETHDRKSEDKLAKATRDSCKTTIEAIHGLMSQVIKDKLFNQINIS
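Assay system: HEK293T-derived human Csn5 enzyme; quantity: 0.24 nM enzyme; medium: Tris/NaCl/DTT buffer, pH 7.5; also added: substrate SCFSkp2-Nedd8OG, 10 nM; doses: 12.5 µM compound; schedule: 90 min reaction at room temperature; signal: FP; read-out: % inhibition of substrate cleavage by Csn5; benchmarks: substrate-only high control, full reaction low control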
LMPTP inh = blocks human LMPTP phosphatase | AID 651560 | inhibition, % at 20 µM | P24666 | 0.22% of 360,000 active | recombinant LMPTP-A, OMFP fluorogenic substrate, fluorescence intensity;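 active means compounds that cut the enzyme signal by at least half of the control window in the single-dose screen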;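 further: plate controls were DMSO wells with enzyme plus substrate for no effect and substrate without enzyme for full effect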
Target sequence (P24666 whole entry, looked up): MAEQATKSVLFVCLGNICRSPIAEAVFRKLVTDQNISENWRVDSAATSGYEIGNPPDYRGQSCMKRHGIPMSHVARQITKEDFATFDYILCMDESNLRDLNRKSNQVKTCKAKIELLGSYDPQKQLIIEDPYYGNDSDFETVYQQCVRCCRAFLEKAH
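Assay system: LMPTP-A enzyme. Input: 0.625 nM LMPTP-A final. Probe or stimulus: 400 µM OMFP. Compound dosing: single 20 µM dose. Schedule: 50 min dark incubation at room temperature. Detection: fluorescence intensity of OMFP turnover product. Read-out: percent inhibition versus substrate-only and uninhibited controls. Benchmarks: no-enzyme low control, uninhibited high control.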
Tb MetRS inh = blocks T. brucei methionyl-tRNA synthetase activity; inhibition, % at 11.9 µM; purified T. brucei MetRS, ATP depletion, Kinase-Glo luminescence; 0.4% of 360,000 active;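 active means inhibition above a per-plate cutoff of the control wells' mean inhibition plus 3 SD, cut at about 5.5% in these data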;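 further: 0% = DMSO wells median and 100% = median of wells with control inhibitor compound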
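Material – parasite MetRS enzyme · Medium – HEPES-MgCl2-KCl buffer plus DTT, spermine, BSA, pyrophosphatase · Reagent – ATP, methionine and E. coli bulk tRNA substrates · Times – 15 min enzyme-compound preincubation, 2 h reaction, 10 min detection, 25 °C · Measured by – luminescence of leftover ATP · Evaluation – percent inhibition relative to median high and low control wells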
Rpn11 block = inhibitors of human proteasome Rpn11 | human 26S proteasome, Ub4-pepOG fluorescence polarization; 20S core pre-blocked with epoxomicin | 0.59% of 360,000 active | calls only at 20 µM;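 active means inhibition at 20 µM, scaled to each plate's controls, above about 33%, limit read from the data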
Scp1 inh = blocks human Scp-1 phosphatase activity; Q9GZU7; 0.88% of 340,000 active; Recombinant Scp1, phosphopeptide, malachite green phosphate absorbance; AID 493091; inhibition, % at 20 µM;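 active means inhibition above about 50% at 20 µM, limit read from the data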;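 further: plate controls were DMSO wells with enzyme for no effect and wells lacking enzyme for full effect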
Target sequence (Q9GZU7 76-261 limits assumed): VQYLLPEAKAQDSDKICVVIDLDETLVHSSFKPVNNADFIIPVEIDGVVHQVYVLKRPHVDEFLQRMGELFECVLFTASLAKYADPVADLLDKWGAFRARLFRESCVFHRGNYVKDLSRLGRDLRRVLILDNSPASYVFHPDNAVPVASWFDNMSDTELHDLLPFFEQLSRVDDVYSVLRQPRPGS
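Times: enzyme reaction 45 min at room temperature, colour 5 min, stabilisation 30 min. Material: SCP-1 catalytic fragment, aa 76-261. Medium: Acidic Tris acetate buffer with magnesium and detergent. Signal: colorimetric free-phosphate detection, absorbance 630 nm. Read-out basis: % inhibition of SCP-1 phosphate liberation. Reagent: Phosphorylated 17-residue peptide substrate.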
* hit, by the source's call; i = inactive; . = no result given. Hits appear at their usual frequency; 3.9% or so of the library scored in one or more.

SMILES	NadD inh	MsrA inhibitor	SUMO1 PPI mod	DNMT1 inh	STEP block	CSN deneddyl inh	LMPTP inh	Tb MetRS inh	Rpn11 block	Scp1 inh
COCCSc1nnc(NC(=O)C2CCCCC2)s1	-1.5	-0.9	-1.7	-2.1	-3.3	-2.8	-0.9	-1.0	i	-1.3
CC(C)CNC(=O)c1cccc(NC(=O)Cc2ccc(Cl)cc2)c1	-0.2	0.0	-0.3	4.7	-5.0	2.0	0.9	-1.4	i	-1.3
O=C(NCC(=O)N(c1ccccc1F)C(C(=O)NC1CCCC1)c1ccco1)c1ccco1 (configuration not stated)	2.7	1.1	3.0	5.9	2.5	-3.4	0.1	-2.0	i	4.7
CN(C(=O)COC(=O)C1COc2ccccc2O1)C1(C#N)CCCCC1 (configuration not stated)	-5.7	-0.1	-4.8	7.2	-1.5	-5.8	-0.4	-0.4	i	-1.1
CCSc1ncc(CO)c(N)n1	-1.6	0.9	8.0	2.7	-2.3	1.9	-1.5	-1.8	i	-5.7
O=C(OCC(=O)N1CCCc2ccccc21)c1ccccc1[N+](=O)[O-]	-5.2	-1.1	-21.0	1.6	-0.3	-1.7	0.8	-0.5	i	-12.8
Cc1ccc(OCC2Cn3c(nc4c3c(=O)[nH]c(=O)n4C)O2)cc1C (configuration not stated)	-9.2	0.9	-1.5	-0.8	2.7	0.1	-1.0	-0.9	i	-6.5
O=C(COc1ccccc1F)Nc1cc(S(=O)(=O)Nc2cccc(Cl)c2)ccc1O	12.9	0.4	0.8	-12.0	-1.3	1.7	1.4	0.0	i	-9.3
Fc1ccc(-c2nc3c(Cl)cc(C(F)(F)F)cn3c2Cc2ccsc2)cc1	8.8	1.4	-4.1	.	.	-4.3	-1.6	-0.9	.	.
CCCCC(=O)Nc1ccccc1N1CCOCC1	-4.9	-1.6	1.1	-2.4	2.6	-1.8	-0.6	-0.7	i	-5.3
Cc1cc(Nc2ccccc2)n(-c2cccc(Cl)c2)n1	-0.7	1.3	5.7	-4.5	-0.3	-5.6	0.3	-0.9	i	-1.8
Cn1nnnc1SCC(=O)Nc1ccccc1N1CCCCC1	-5.7	-0.7	1.2	0.4	-4.3	1.1	-1.2	-1.8	i	-6.7
CS(=O)(=O)N(CC(=O)NCCSCc1cccc(Cl)c1)c1ccccc1F	-10.8	0.2	-0.8	1.3	0.3	-1.5	-3.4	-0.6	i	-10.3
CC(=O)Nc1ccc(NC(=O)c2cccc3ccccc23)cc1	-3.7	0.3	-4.4	-4.8	0.1	1.0	-1.2	-0.3	i	-9.6
COCCOc1ccc(C(F)(F)F)cc1NC(=O)Cc1ccc(S(=O)(=O)N2CCOCC2)s1	-6.3	0.4	-4.8	-2.4	1.5	3.2	2.2	-0.3	i	-7.8
CCN(CC)CCOc1ccccc1C(C)=O	5.7	1.7	1.9	-0.9	0.0	-0.7	-0.9	-1.4	i	4.9
Cc1cccc(N2C(=O)/C(=C\c3ccc(OC(F)F)cc3)c3ccccc3C2=O)c1	3.2	-0.3	0.6	4.3	2.9	1.9	2.8	-1.3	i	-5.7
CC(=O)c1ccc(S(=O)(=O)N2CCN(CCOc3ccccc3)CC2)cc1	-5.8	0.2	1.6	-1.2	-2.2	-4.6	-0.6	-0.5	i	-4.6
O=S(=O)(c1ccc(-c2nnc(SCc3nnc(-c4ccccc4)o3)o2)cc1)N1CCCC1	5.9	-1.2	-2.4	25.9	9.2	-6.0	0.9	0.0	i	-8.0
c1ccc(Oc2cccc(OCCCCN3CCCC3)c2)cc1	-0.7	-0.2	-1.6	-3.1	1.6	3.0	-9.0	-0.3	i	-3.4
O=C(C[n+]1ccc(/C=N/O)cc1)N1CCCCC1	-2.0	0.7	-26.5	0.9	2.2	2.0	-2.1	0.8	i	-8.9
O=C(Nc1ccc(N2CCCCC2)c(S(=O)(=O)Nc2ccccc2Cl)c1)c1cccnc1	4.2	0.1	3.0	0.8	1.0	-0.8	2.2	-0.3	i	2.6
COc1cc(/C=C2\SC(=S)N(CC(=O)Nc3ccc(O)cc3)C2=O)cc(OC)c1OC	8.8	1.2	-2.5	-22.9	0.1	3.0	1.0	0.0	i	-6.7
CCOc1ccc(C(CC(=O)O)NC(=O)CCCOc2ccc(Cl)cc2C)cc1 (configuration not stated)	-1.4	-0.6	3.3	3.0	1.8	1.6	-0.4	0.4	i	-5.0
CCN(CC)c1ccc(C(=O)NC(=S)Nc2cc(S(=O)(=O)N3CCOCC3)ccc2-n2cncn2)cc1	9.0	0.0	0.4	15.1	-2.7	2.4	-1.8	-0.2	i	-4.9
CCCCC(CC)C(=O)Nc1cc(C(=O)NCc2ccc(C)cc2)ccc1N1CCC2(CC1)CC(c1ccccc1)=NO2 (configuration not stated)	32.8*	-0.5	7.1	-1.9	2.6	1.0	3.5	0.2	i	-1.6
CN(Cc1cccs1)c1ncnc2sccc12	-2.8	1.3	1.7	1.0	3.4	4.5	0.6	0.2	i	1.9
O=C(NCCCn1ccnc1)Nc1ccc(Cl)cc1Cl	-2.8	-0.4	-1.6	-2.5	-2.0	2.2	-0.8	0.1	i	-2.3
COc1ccc(NC(=O)c2cc(S(=O)(=O)NCC3COc4ccccc4O3)ccc2F)cc1 (configuration not stated)	-9.7	0.6	-1.0	-5.4	-2.2	-20.4	0.3	-0.3	i	-8.0
Nc1ccc(Cc2ccc(N)c(C(=O)O)c2)cc1C(=O)O	-1.5	0.3	1.3	0.1	-6.7	-0.1	-0.6	-0.8	i	-1.8
O=C(CSc1nnc(-c2ccccc2)n1-c1ccc(Cl)cc1)NNC(=S)Nc1ccccc1	17.6	0.2	3.5	0.1	1.6	1.8	-0.3	0.3	i	-7.3
CCOC(=O)c1[nH]c(CSc2nnc(-c3ccncc3)n2CCOC)c(C(=O)OCC)c1C	1.2	-0.1	-0.9	-1.3	-0.9	4.5	-0.8	-0.8	i	-4.8
CCn1nnc2cc(C(=O)NCCc3ccccc3F)ccc21	-1.4	-1.2	1.3	0.6	-2.6	-4.4	0.1	-1.2	i	1.8
CC(=O)c1ccc(S(=O)(=O)N2CCN(c3nc(-c4cccnc4)nc4ccccc34)CC2)cc1	18.5	1.4	3.7	-7.2	-1.0	0.8	8.7	-0.2	i	-8.1
CCCCC(=O)N(CCC)CCC	1.7	1.1	-3.4	-0.2	-1.6	1.1	0.8	-0.1	i	-7.1
COc1ccc(N2CC(C(=O)N[C@@H](C)C(=O)NC(C)c3ccccc3)CC2=O)cc1 (some centres not stated)	-7.4	0.4	-0.9	-0.3	1.1	-0.3	-2.1	-0.3	i	-5.5

Reprinted from the part before: 2 compounds; new compounds follow.
SMILES	NadD inh	MsrA inhibitor	SUMO1 PPI mod	DNMT1 inh	STEP block	CSN deneddyl inh	LMPTP inh	Tb MetRS inh	Rpn11 block	Scp1 inh
CCCCC(=O)N(CCC)CCC	1.7	1.1	-3.4	-0.2	-1.6	1.1	0.8	-0.1	i	-7.1
COc1ccc(N2CC(C(=O)N[C@@H](C)C(=O)NC(C)c3ccccc3)CC2=O)cc1 (some centres not stated)	-7.4	0.4	-0.9	-0.3	1.1	-0.3	-2.1	-0.3	i	-5.5
CN(C)c1ccc(/C=C2\CCCc3c2nc2ccccc2c3C(=O)O)cc1	0.0	2.0	-16.2	-1.9	6.5	0.3	4.3	-0.7	i	2.6
O=C(Nc1ccccc1OC(F)F)C1CC(=O)N(Cc2ccccc2)C1 (configuration not stated)	4.2	-1.2	-20.5	-2.8	-2.1	-0.3	-10.2	0.0	i	-3.9
Nc1cc2[nH]c(=O)c3ccccc3c2cc1[N+](=O)[O-]	3.8	0.2	50.2*	-0.5	1.2	-7.6	2.7	-0.2	i	-5.3
N/C(Cn1cncn1)=N\NC(=O)C(=O)Nc1ccccc1	-3.6	0.4	8.9	-0.9	4.4	0.3	0.2	-1.4	i	-4.7
CCOC(=O)CCCCCCCCC(=O)Nc1ccc(-n2[nH]c(=O)cc2C)cc1	1.0	0.1	5.1	-4.9	-2.7	3.6	0.0	-0.6	i	9.6
CCS(=O)c1scc(-c2ccc(Cl)cc2)c1C#N (configuration not stated)	-4.2	1.4	-0.8	1.0	1.2	6.4	-1.3	-0.2	i	-10.7
C=CCN(c1ccccc1OC)S(=O)(=O)c1cccc(C(=O)NCC(c2ccc(OC)cc2)N2CCCC2)c1 (configuration not stated)	8.7	-0.2	-2.8	-9.4	-0.3	5.7	2.3	-0.2	i	-4.6

In the list so far, nine have fluorine:
SMILES	NadD inh	MsrA inhibitor	SUMO1 PPI mod	DNMT1 inh	STEP block	CSN deneddyl inh	LMPTP inh	Tb MetRS inh	Rpn11 block	Scp1 inh
O=C(NCC(=O)N(c1ccccc1F)C(C(=O)NC1CCCC1)c1ccco1)c1ccco1 (configuration not stated)	2.7	1.1	3.0	5.9	2.5	-3.4	0.1	-2.0	i	4.7
O=C(COc1ccccc1F)Nc1cc(S(=O)(=O)Nc2cccc(Cl)c2)ccc1O	12.9	0.4	0.8	-12.0	-1.3	1.7	1.4	0.0	i	-9.3
Fc1ccc(-c2nc3c(Cl)cc(C(F)(F)F)cn3c2Cc2ccsc2)cc1	8.8	1.4	-4.1	.	.	-4.3	-1.6	-0.9	.	.
CS(=O)(=O)N(CC(=O)NCCSCc1cccc(Cl)c1)c1ccccc1F	-10.8	0.2	-0.8	1.3	0.3	-1.5	-3.4	-0.6	i	-10.3
COCCOc1ccc(C(F)(F)F)cc1NC(=O)Cc1ccc(S(=O)(=O)N2CCOCC2)s1	-6.3	0.4	-4.8	-2.4	1.5	3.2	2.2	-0.3	i	-7.8
Cc1cccc(N2C(=O)/C(=C\c3ccc(OC(F)F)cc3)c3ccccc3C2=O)c1	3.2	-0.3	0.6	4.3	2.9	1.9	2.8	-1.3	i	-5.7
COc1ccc(NC(=O)c2cc(S(=O)(=O)NCC3COc4ccccc4O3)ccc2F)cc1 (configuration not stated)	-9.7	0.6	-1.0	-5.4	-2.2	-20.4	0.3	-0.3	i	-8.0
CCn1nnc2cc(C(=O)NCCc3ccccc3F)ccc21	-1.4	-1.2	1.3	0.6	-2.6	-4.4	0.1	-1.2	i	1.8
O=C(Nc1ccccc1OC(F)F)C1CC(=O)N(Cc2ccccc2)C1 (configuration not stated)	4.2	-1.2	-20.5	-2.8	-2.1	-0.3	-10.2	0.0	i	-3.9

Assay outcomes deposited in PubChem by several laboratories.
